# POLI inh: inhibitors of human DNA polymerase iota; Q9UNA4; Pol iota fluorescent replication assay, 10 min; Potency, µM (doses to about 115 µM), without a hit: top-dose activity, negative = inhibition, actives largely listed as inhibitors; 390,000 tested, 1% active; AID 588590
#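 Fluorescent replication assay read twice, at 0 min and 10 min after adding 50 nM (final) substrate. Enzyme (10 nM) and compounds were first incubated 15 min at room temperature; enzyme-free buffer wells were negative controls.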
# Pol eta inh: blocks human DNA polymerase eta activity. AID 588591. Q9Y253. Potency, µM (highest dose often 114 µM), without a hit: top-dose activity change, negative = inhibition, most hits filed as inhibitors. 390,000 tested, 1.2% active. recombinant Pol eta, fluorescent DNA replication assay; further: on the % scale 0 is the no-effect control and ±100 the full control effect
# Target sequence (Q9Y253 whole entry, looked up): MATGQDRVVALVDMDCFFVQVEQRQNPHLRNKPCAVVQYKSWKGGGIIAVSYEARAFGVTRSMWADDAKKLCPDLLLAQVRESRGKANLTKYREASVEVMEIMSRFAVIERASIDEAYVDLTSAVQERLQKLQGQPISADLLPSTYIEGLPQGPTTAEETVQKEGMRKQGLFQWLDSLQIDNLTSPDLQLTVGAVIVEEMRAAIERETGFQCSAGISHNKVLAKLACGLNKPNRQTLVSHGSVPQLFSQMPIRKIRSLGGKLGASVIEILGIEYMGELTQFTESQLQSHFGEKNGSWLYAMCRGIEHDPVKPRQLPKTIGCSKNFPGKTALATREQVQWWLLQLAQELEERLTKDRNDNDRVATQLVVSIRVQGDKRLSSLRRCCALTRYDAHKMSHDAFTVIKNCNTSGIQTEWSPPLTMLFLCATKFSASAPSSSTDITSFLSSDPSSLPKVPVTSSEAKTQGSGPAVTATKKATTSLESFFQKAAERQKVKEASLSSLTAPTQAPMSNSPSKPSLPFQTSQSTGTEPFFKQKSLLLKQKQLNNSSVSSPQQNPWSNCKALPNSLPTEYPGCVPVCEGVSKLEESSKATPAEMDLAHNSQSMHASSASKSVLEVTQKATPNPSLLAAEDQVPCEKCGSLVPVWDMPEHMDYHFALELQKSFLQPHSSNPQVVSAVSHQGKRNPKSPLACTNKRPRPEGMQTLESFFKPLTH
#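 Pol eta at 10 nM preincubated with compounds 15 min at room temperature; reaction started with fluorescent substrate (50 nM final) and read kinetically at 0 and 10 min.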
# Pol kappa inh: DNA polymerase kappa (human) inhibition; Potency, µM (highest dose often 107 µM), inactives show at the highest dose activity, negative = inhibition, actives largely listed as inhibitors; 400,000 tested, 0.53% active; purified Pol kappa, fluorescent DNA synthesis assay, 10 min; further: on the % scale 0 is the no-effect control and ±100 the full control effect
#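 Activity was followed as the change in fluorescence between reads at 0 and 10 min after starting the reaction with 50 nM substrate. Beforehand, 10 nM polymerase had been preincubated with compound for 15 min at room temperature.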
# An asterisk follows results filed as active; ? = inconclusive; & = joins results of further samples; [ ] = another dose, or the depositor's remark. The call rests on the fitted dose curve; in most records, active means well fitted inhibition curve with a large enough effect; inconclusive means small, poorly fitted or top-dose-only effect, or another doubt; inactive means no such curve, though single readings can be large or run the other way. Potency means the concentration at half of the fitted maximal effect.
# Start of the data: the first five records (preview)
SMILES,POLI inh,Pol eta inh,Pol kappa inh
OCC1OCOC2C(CO)OCOC12 (stereo unspecified),34%[activator],-5%,16%
Cc1c(Cl)cccc1NC(=S)NCc1ccc(Cl)cc1,18%,-3%,-2%
Cc1cccn2c(=O)c3cc(C#N)c(=N)n(Cc4cccnc4)c3nc12,?,4%,-3%
CC(=O)N(C)c1ccc(NC(=O)Nc2ccc(Cl)cc2)cc1,26%,-23%,-2%
CN1CCN(c2c([N+](=O)[O-])cnc3ccccc23)CC1,-12%[58.9 µM],-22%,-3%

# The listing, from the first entry:
SMILES,POLI inh,Pol eta inh,Pol kappa inh
OCC1OCOC2C(CO)OCOC12 (stereo unspecified),34%[activator],-5%,16%
Cc1c(Cl)cccc1NC(=S)NCc1ccc(Cl)cc1,18%,-3%,-2%
Cc1cccn2c(=O)c3cc(C#N)c(=N)n(Cc4cccnc4)c3nc12,?,4%,-3%
CC(=O)N(C)c1ccc(NC(=O)Nc2ccc(Cl)cc2)cc1,26%,-23%,-2%
CN1CCN(c2c([N+](=O)[O-])cnc3ccccc23)CC1,-12%[58.9 µM],-22%,-3%
CCC1=C(c2ccc(OC)cc2)CCC(C(=O)O)C1C (stereo unspecified),-2%,-20%,7%
CC1C(=O)C(C)C(c2cc(Br)ccc2O)NC1c1cc(Br)ccc1O (stereo unspecified),1%,-8%,0%
COc1cc(C(=O)NNC(=O)COc2ccc(Br)cc2)ccc1OCC(=O)N1CCOCC1,-16%,-19%,-10%
CC[C@]12C(=O)N(C)C[C@H]([C@@H]3C(=O)N(C)C(=O)[C@@H]31)N2C(=O)c1ccc(C(C)(C)C)cc1,2%,-9%,-3%
Cc1cc(O)cc2c1C1CCC3(C)C(=O)CCC3C1C=C2 (stereo unspecified),3%,-12%,2%
N#Cc1ccccc1S(=O)(=O)N1CCN(C(=O)CCNS(=O)(=O)c2ccc(Cl)cc2)CC1,-2%,1%,-1%
C=CC[C@H]1C=C[C@@H](C(C(=O)OC)C(=O)OC)CN1C(C)=O,12%,-17%,-3%
CC#Cc1cc2c(cc1O)CCC1C2CCC2(C)C(O)CCC12 (stereo unspecified),-9%,-20%,-24%
CCCCCCCCCCCCCCCC(=O)Nc1ccn(C2OC(CO)C(O)C2O)c(=O)n1 (stereo unspecified),2%,-29%,-5%
COc1cc(NCCCNC(C)C)c2nccc(C)c2c1,?,-19%,-10%
Cc1cccc(NC(=O)c2ccc(S(=O)(=O)N3CCCCC3C)cc2)n1 (stereo unspecified),-7%,?,-5%
Clc1ccccc1CSc1cnnc2ccccc12,?,-12%,-8%
Cc1ccc(-c2csc(NC(CO)c3nc4ccccc4n3CCOCCO)n2)cc1 (stereo unspecified),-3%,-18%,-13%
Cc1cccc(NC(=S)NC(=O)C(c2ccccc2)c2ccccc2)n1,16%,-29%,-2%
O=C(NCc1ccccc1)C1=C[C@H](c2ccccc2)C[C@H](OCc2ccc(CO)cc2)O1,8%,-18%,-17%
CCCC1CC(C(=O)Nc2ccccc2)C(=O)O1 (stereo unspecified),60%[activator],-4%,1%
CCOc1nc(OCC)c2[nH]c(C(=O)O)c(Br)c2n1,-3%,-2%,0%
COP(=O)(OC)C(Nc1ccc(C)cc1)c1ccc(Br)cc1 (stereo unspecified),8%,-14%,-1%
CCOC(=O)c1c(NC(=O)CN2CCN(S(=O)(=O)c3cc(Cl)ccc3Cl)CC2)sc(C(=O)N(C)C)c1C,45%[activator],?,-20%
O=Nc1nc2ncccn2c1-c1ccccc1,22µM*,-5%,-16%
Cc1cccn2c(=O)c3cc(C(=O)NCc4ccccc4)c(=N)n(CCCN4CCOCC4)c3nc12,?,-12%,4%
CS(=O)(=O)N(Cc1nc2sc3c(c2c(=O)[nH]1)CCCC3)C1CCCCC1,?,?,-11%
CCN(CC)c1nc(N)c2c(N)nc(OC)cc2c1C#N,8.9µM*,-14%,-17%
O=[N+]([O-])c1ccccc1C=CC=NN=Cc1ccccc1O,-13%,-23%,-4%
CC1OC1c1ccc(-c2ccc(C3OC3C)cc2)cc1 (stereo unspecified),33%[activator],-12%,-20%
Clc1ccc(-c2nnc(-c3ccc4ccccc4c3)o2)cc1,63%[activator],-16%,-14%
O=C(O)C1CCC(C(=O)O)SS1 (stereo unspecified),51%[activator],-12%,3%
CCNc1ncnc2c1cnn2C1CCCO1 (stereo unspecified),61%[activator],-1%,7%
COC(=O)c1nn(C)c(=O)[nH]c1=O,11%,3%,-15%
CCc1c(N)nc(N)nc1Nc1ccc(C)c(C)c1,27%,-17%,0%
C=C1CCN([C@H](C(=O)O)C(C)C)S(=O)(=O)c2ccccc21,-5%,3%,-10%
O=S1(=O)CCN(c2ccccc2CC(c2c[nH]c3ccccc23)c2c[nH]c3ccccc23)CC1,1%,-21%,-26%
CCOC(=O)N1CCN(C(=O)c2ccc3nc4cc(Cl)ccc4c(=O)n3c2)CC1,7%,-4%,-8%
CCOC(=O)C(CO)NC(=O)C1(NC(C)=O)CCCC1 (stereo unspecified),84%[activator],-22%,6%
COc1cc(C=CC(=O)c2cc(OC)c(OC)c(OC)c2)cc(OC)c1OC,3%,-7%,-5%
CC(NC(=O)COc1ccccc1)C1COc2ccccc2O1 (stereo unspecified),6%,-8%,-4%
CC1(C)C(=O)Nc2ccccc2N1C(=O)COC(=O)CNS(=O)(=O)c1ccc(Br)cc1Cl,?,-5%,-1%
N#Cc1ncccc1CCc1cccc(Cl)c1,32%[activator],-21%,-3%
CCCN(CC(=O)Nc1ccc(F)c(F)c1F)C(=O)Cc1ccc(OC)c(S(=O)(=O)N2CCOCC2)c1,34%[activator],-8%,5%
CNC(=O)c1sc(N2N=C3/C(=C\c4ccccc4)CCCC3C2c2ccccc2)nc1C (stereo unspecified),11%,-21%,-4%
COc1ccc(CNC(=O)CN2C(=O)NC(c3ccccc3)(c3ccccc3)C2=O)cc1OC,5%,-14%,-7%
O=C(Cc1ccc(NC(=O)C2CCCN(C(=O)C3CCCC3)C2)cc1)Nc1cccc(C(=O)N2CCCCC2)c1 (stereo unspecified),12%,-10%,-8%
O=C(Oc1cccc2c(O)cccc12)c1ccco1,?,-6%,-14%

# Rewritten with tabs: entries from further up.
Molecule	POLI inh	Pol eta inh	Pol kappa inh
CCOC(=O)C(CO)NC(=O)C1(NC(C)=O)CCCC1 (stereo unspecified)	84%[activator]	-22%	6%
CCCN(CC(=O)Nc1ccc(F)c(F)c1F)C(=O)Cc1ccc(OC)c(S(=O)(=O)N2CCOCC2)c1	34%[activator]	-8%	5%
COc1cc(C=CC(=O)c2cc(OC)c(OC)c(OC)c2)cc(OC)c1OC	3%	-7%	-5%

# Going on with the list.
SMILES,POLI inh,Pol eta inh,Pol kappa inh
COc1cc(/C=C/C(=O)Nc2ccc(S(=O)(=O)Nc3ncccn3)cc2)ccc1OCC#N,-15%,?,-27%
C=CCNC(=O)c1onc(CSc2ccccc2)c1C(=O)NCC=C,-1%,-14%,-16%
O=c1ccnc(SCCc2ccc([N+](=O)[O-])cc2)[nH]1,50%[activator],-14%,-3%
O=[N+]([O-])c1cccc(C=NN=C2c3ccccc3-c3ccccc32)c1,-25%,-14%,-12%
CCOc1ccc(S(=O)(=O)N2CCN(C(=O)c3ccc(Cl)c(S(=O)(=O)N4CCOCC4)c3)CC2)cc1,?,-11%,-5%
Cc1c(C=Nc2ccc(S(=O)(=O)N(C)C)cc2)c(O)[nH]c(=O)c1C#N,185%[activator],-3%,-8%
Cc1ccccc1OCCCCCCN1CCNCC1,124%[activator],-17%,-5%
CC(=O)c1c(O)cc(C)n(Cc2ccccc2)c1=O,2%,-11%,-12%
CC(O)[C@H]1CN=C(N)N1CC(C)(C)C (stereo partly specified),-6%,-7%,-7%
COc1cccc(CN(C)CCCn2ccc(NC(=O)OCc3ccccc3)nc2=O)c1,1%,-13%,-1%
O=C(Nc1ccc2oc(=O)c(C(=O)O)cc2c1)Oc1ccccc1,13%,-6%,-3%
Cc1ccc2nc3c(cc(C(=O)NCc4ccccc4)c(=N)n3CCCn3ccnc3)c(=O)n2c1,?,-7%,-10%
O=C(NC1=NCCS1)c1ccccc1F,47%[activator],-2%,-10%
O=c1[nH]c(=O)n(C2OC(CO)C(O)C2O)cc1N1CCOCC1 (stereo unspecified),77%[activator],9%,3%
N#CCCn1nc2c(c1N)CCC2,19%,-5%,-5%
CC(=O)C[C@H]1c2ccccc2S(=O)(=O)N1C1CCCCC1,16%&-10%,-12%,11%&18%
CC(C)CN(C(=O)COC(=O)CNC(=O)c1ccccc1F)c1c(N)n(Cc2ccccc2)c(=O)[nH]c1=O,17%,-8%,16%
CCC(C)[C@H]1CN=C(N)N1CCc1cccc(F)c1 (stereo partly specified),28%,-19%,-3%
O=[N+]([O-])c1ccc(NCCNc2ccc([N+](=O)[O-])cc2)cc1,14%,-1%,0%
O=C1C(O)=CC(=C(c2ccccc2)c2ccccc2)c2ccccc21,58%[activator],-10%,-6%
Cc1c(Cl)cccc1NC(=O)C1CC2CCC1C2 (stereo unspecified),27%,-11%,-6%
COc1ccc(-c2csc(NC(C)c3nc4cc(Cl)c(N5CCCCC5)cc4n3CCCO)n2)cc1 (stereo unspecified),-15%,-13%,15%
CCCNC(=O)c1onc(CSc2ccc(Cl)cc2)c1C(=O)NCCC(C)C,-5%,-13%,-7%
Cc1ccc(SCC(=O)N2CCN(c3ccc(F)cc3)CC2)cc1,47%[activator],-4%,12%
Cc1cc2c(cc1C)NC1(C[C@H]3CCC(=O)N4CC[C@@H](C1)[C@@H]34)C(=NC(C)(C)CC(C)(C)C)N2 (stereo partly specified),11%&-4%,-15%,5%&-13%
C=CCOc1ccc(C2C(C(=O)c3cccs3)=C(O)C(=O)N2c2nnc(C)s2)cc1 (stereo unspecified),2%,-14%,4%
CCCCC1(CC)SCC(=O)NC1=O (stereo unspecified),13%,-12%,-1%
O=C(NCCc1ccccc1Cl)c1cc(COc2ccc(F)cc2F)on1,-4%,-4%,-10%
COc1ccccc1-c1nnc(SC(C)C(=O)NCC2CCCO2)n1C (stereo unspecified),71%[activator],-8%,-2%
Cc1cc(C)n2nc(C(=O)OCC(=O)Nc3cc(S(=O)(=O)N4CCOCC4)ccc3Cl)nc2n1,2%,-8%,-8%
Cn1c(=O)c2[nH]c(=O)[nH]c2n(C)c1=O,23%,-5%,1%
COc1ccc(S(=O)(=O)N2CCCCC2)cc1NC(=O)Cc1ccc(Br)cc1,6%,-11%,-4%
COc1cc(OC)cc(C(=O)OCC(=O)Nc2nnc(-c3ccccc3)o2)c1,3%,-21%,4%
COC(=O)c1[nH]nc(-c2ccccc2)c1-c1ccccc1,7%,-6%,-8%
CC(C(O)c1cc(=O)c(OCc2ccccc2)co1)[N+](=O)[O-] (stereo unspecified),-28%,-17%,-27%
Nc1cccc(N=[N+]([O-])c2cccc(N)c2)c1,1%,-8%,-5%
Cc1cccc(C(=O)NC2CCN(S(=O)(=O)c3cccc(F)c3)CC2)c1,5%,-3%,0%
O=C(O)c1ccccc1-c1ccccc1C(=O)Nc1ccc2c(c1)C(=O)c1ccccc1-2,12%,-28%,-8%
CN(CCOc1ccc(Cl)cc1)C(=O)c1cccc(S(=O)(=O)N2CCN(c3ccccc3)CC2)c1,-14%,-18%,-9%
COc1ccc(NC(=O)COC(=O)c2ccc(S(=O)(=O)N(C)c3ccccc3OC)cc2)cc1,-7%,-14%,8%
COc1ccccc1-c1coc2c(CN3CCN(CCO)CC3)c(O)ccc2c1=O,-6%,-14%,3%
O=C(O)c1ccc(C=NNC(=O)c2cccc3ccccc23)cc1,19%,-14%,-5%
O=C(CSc1nnc2scc(-c3ccccc3)n12)Nc1nsc(-c2ccc(Cl)cc2)n1,17%,?,-26%
O=C(CN1C(=O)c2ccccc2C1=O)NCC(=O)Nc1ccccc1,11%,-1%,-8%
CCN(CC)S(=O)(=O)c1ccc(S(=O)(=O)N(CC(=O)Nc2ccccc2)CC2CCCO2)cc1 (stereo unspecified),-12%[58.9 µM],-17%,-7%
CC(C)C(Cl)=NOC(=O)Nc1ccc(S(N)(=O)=O)cc1,4%,-13%,-8%
O=C(NCc1ccccc1)c1ccc(NC(=O)C2CC2)cc1,22%,-9%,1%
Nc1nc(N)c(Br)c(Nc2ccc(Cl)c(Cl)c2)n1,17%,-11%,-6%

# Five records drawn at random from those above, as already listed:
SMILES,POLI inh,Pol eta inh,Pol kappa inh
Cc1cccc(C(=O)NC2CCN(S(=O)(=O)c3cccc(F)c3)CC2)c1,5%,-3%,0%
COc1ccccc1-c1coc2c(CN3CCN(CCO)CC3)c(O)ccc2c1=O,-6%,-14%,3%
O=C(NCc1ccccc1)c1ccc(NC(=O)C2CC2)cc1,22%,-9%,1%
CC(C)C(Cl)=NOC(=O)Nc1ccc(S(N)(=O)=O)cc1,4%,-13%,-8%
COc1ccc(NC(=O)COC(=O)c2ccc(S(=O)(=O)N(C)c3ccccc3OC)cc2)cc1,-7%,-14%,8%

# Additional compounds follow.
SMILES,POLI inh,Pol eta inh,Pol kappa inh
COc1cc2c(cc1NC(=O)C(F)(F)F)-c1ccc(NC(=O)C(F)(F)F)cc1C2,19%,-16%,-8%
ON=C1CCCC2CCCCC12 (stereo unspecified),-5%,-1%,-1%
Cc1cccc(C(O)C(O)c2cccc(C)n2)n1 (stereo unspecified),24%,-3%,3%
O=c1[nH]c(/C=C/c2cccc(Br)c2)nc2ccccc12,-1%[58.9 µM],-4%,0%

# From PubChem BioAssay

# A portion of the library, so the mix of outcomes need not match the whole.
